Compound activity (PubChem)
MT1-MMP txn act = activates MT1-MMP transcription; HT1080 MT1-MMP promoter luciferase reporter, luminescence, overnight; hits give high values; activation factor at 10 µM; 86,000 compounds, 0.16% hits;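 active = activation factor of at least 2 for MT1-MMP transcription at 10 µM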
The depositor's hits bear a star.

SMILES	MT1-MMP txn act
Cn1c(=O)oc2cc(S(=O)(=O)Nc3ccc(Cl)cc3F)ccc21	0.9
COc1ccc(-c2cc(N)n(S(=O)(=O)Cc3ccccc3)n2)c(OC)c1	1
CC(Sc1nnc(Cn2c(=O)sc3ccccc32)n1C)c1ccccc1 (configuration not stated)	1
CC(C)[N+](C)(CCOC(=O)C1c2ccccc2Oc2ccccc21)C(C)C	1.1
NC(N)=Nc1nc(CSCC/C(N)=N/S(N)(=O)=O)cs1	1.1
COC(=O)c1c(NC(=O)c2nn(C)cc2Cl)sc2c1CCCC2	1.3
COc1ccc2c(c1)OC1(C)CC2C(C(=O)c2ccccc2OC)C(=O)N1 (configuration not stated)	1.1
CCCc1[nH]nc2c1C(c1cn[nH]c1-c1ccc(F)cc1)C(C#N)=C(N)O2 (configuration not stated)	1.1
CCOC(=O)c1cc(C(C)(C)C)oc1CN	1
c1csc(-c2nn3c(C4CCCCC4)nnc3s2)c1	1.2
COCCOC(=O)C1=C(C)NC(C)=C(C(=O)OC(C)C)C1c1cccc([N+](=O)[O-])c1 (configuration not stated)	1
CC(Cc1ccc(O)c(O)c1)C(C)Cc1ccc(O)c(O)c1 (configuration not stated)	1.1
CCC1=C(OC(=O)N(CC)CC)N2C(=O)OC(=NCC(=O)OC)[C@]2(C)[C@H]2C1=CC[C@H]1C(=O)N(CC(=O)OC)C(=O)[C@H]12	1.1
Cc1ccc(-n2ncc3c(N4CCCC(C)C4)ncnc32)c(C)c1 (configuration not stated)	1.1
Cc1ccc2[nH]c(=O)c(CN(CCCN3CCOCC3)C(=O)Nc3cccc(Cl)c3)cc2c1	1
O=C(Cn1ncc2c(=O)oc3ccccc3c21)N(Cc1ccco1)C1CCCCC1	1.1
Cc1csc(=O)n1CC(=O)OCc1cccc2ccccc12	1.5
Cc1ccccc1S(=O)(=O)Cc1ccc(C(=O)N2CCN(C3CCCCC3)CC2)o1	1.1
COC(=O)[C@@]1(Cc2ccc(OC)cc2)[C@H]2c3cc(C(=O)N4CCCC4)n(CCO)c3C[C@H]2CN1C(=O)c1ccccc1	1.1
CCOC(=O)C1=C(N)n2c(s/c(=C\c3cccnc3)c2=O)=C(C#N)C1c1cccnc1 (configuration not stated)	1
CC(C)NC(=O)[C@@H]1C[C@@]1(C)[C@@H](NC(=O)OCc1ccccc1)c1ccccc1	1.1
Cn1c(Cn2c(=O)sc3ccccc32)nnc1SCc1ccc(F)cc1	1.1
CC(=O)N1[C@H](Cc2ccccc2)C=C[C@]1(C)C(=O)O	1.1
O=C(c1nnc(Cc2ccc(Cl)cc2)o1)N1CCOCC1	1.1
C[C@@H](C(=O)N[C@@H](CO)Cc1ccccc1)[C@@H]1C[C@@]1(C)[C@@H](NC(=O)OCc1ccccc1)c1ccccc1	1.2
c1ccc(-n2ncc3c2ncn2c(CSc4nc5ccccc5s4)nnc32)cc1	1.1
Nc1ccc(S(=O)(=O)NC(=O)c2ccccc2)cc1	1.1
CCCSC1=C(C#N)C(c2cc(OC)ccc2OC)CC(=O)N1 (configuration not stated)	1.1
C=C1[C@@H](C)C2[C@H](Cc3ccccc3)NC(=O)[C@]23OC(=O)CC[C@H](O)CCC[C@H](C)C/C=C/[C@H]3[C@@H]1O (some centres not stated)	1.1
CCCCCCN(C(=O)CCCCCN1C(=O)NC(c2ccc(-c3ccccc3)cc2)C(C(=O)OCc2ccccc2)=C1C)C(C(=O)NCCCC)c1ccc(-c2ccccc2)cc1 (configuration not stated)	1.1
Cn1c(C(=O)N2CCc3ccccc32)cc2c(=O)n3ccccc3nc21	1
Cc1ccccc1C(OCCN(C)C)c1ccccc1 (configuration not stated)	1.2
COC(=O)c1ccc2c(=O)n(CCN3CCOCC3)c(SCC(=O)c3ccccc3)nc2c1	1.2
CCC1=C2CC[C@H]3C(=O)N(CC(=O)OC)C(=O)[C@H]3[C@H]2[C@@]2(Cc3ccccc3)C(=NCCc3c[nH]c4ccccc34)OC(=O)N2C1=O	1.2
CC1CCc2c(sc3ncnc(NCCN4CCOCC4)c23)C1 (configuration not stated)	1.1
CC(Cc1ccccc1)C(=O)N(C)Cc1cccnc1 (configuration not stated)	1.1
COCCN=C1OC(=O)N2C(=O)C3=C4[C@@H](C[C@H]5C(=O)N(c6ccccc6)C(=O)[C@H]5[C@H]4[C@@]12Cc1ccccc1)[C@H]1C(=O)N(c2ccccc2)C(=O)[C@H]1[C@H]3C	1.1
O=c1[nH]c2ccccc2n1Cc1ccc(F)cc1	1.1
COc1cccc(OCC(=O)Nc2c(C(=O)Nc3ccc(OC)cc3OC)oc3ccccc23)c1	1.1
c1ccc(C2[C@H]3CN(CC4CCCCC4)[C@H](c4ccccc4)C34CC2(c2cccnc2)C4)cc1 (some centres not stated)	1
COc1cccc(C2/C(=C(/O)c3cnn(-c4ccccc4)c3C)C(=O)C(=O)N2CCN(C)C)c1 (configuration not stated)	1.3
Cc1cccn2c(=O)c3cc(C(=O)Nc4ccc(N(C)C)cc4)n(C)c3nc12	0.9
Brc1cnn(-c2nc(N3CCOCC3)nc(N3CCOCC3)n2)c1	1.2
CC1(C(=O)NCCCNc2ncc(C(F)(F)F)cc2Cl)C=CCN1C(=O)c1ccccc1 (configuration not stated)	1
Cc1cccc(-n2ncc3c(N(CCO)CCO)ncnc32)c1	1.5
CCOc1ccccc1NC(=O)CSc1nnc(Cn2c(=O)sc3ccccc32)n1C	1.1
Cc1cccc(C)c1NC(=O)C(c1ccccc1)N1CCN(C(=O)c2ccco2)CC1 (configuration not stated)	1.2
CCc1nnc(NC(=O)c2ccc(N(C)S(=O)(=O)c3ccccc3)cc2)s1	1.2
COC(=O)[C@@]1(Cc2ccc(OC)cc2)[C@H]2c3cc(C(=O)N4CCCC4)n(Cc4nc5ccccc5[nH]4)c3C[C@H]2CN1C(=O)c1ccccc1	1.2
CC(=O)Oc1cc(C(C)C)c(OCCN(C)C)cc1C	1.1
CC(C)NCC(O)COc1ccc(CC(N)=O)cc1 (configuration not stated)	1.1
O=C(/C=N/O)NCCCN1CCOCC1	1.2
Cc1c(C(=O)OCc2cc(=O)n3cc(Br)ccc3n2)oc2ccccc12	1.1
COC(=O)[C@@]1(Cc2ccc(OC)cc2)[C@H]2c3cc(C(=O)N4CCCC4)n(CCc4ccc(O)c(O)c4)c3C[C@H]2CN1C(=O)c1ccccc1	1.2
COc1ccc(CC(=O)Nc2cccc(-c3nnc(-c4ccc(C)cc4)o3)c2)cc1OC	1
Cc1ccccc1Cn1c(=O)[nH]c2ccccc21	1
CC1CCc2cc(F)cc3c(O)c(C(=O)Nc4cnccn4)c(=O)n1c23 (configuration not stated)	1.1
CCn1c(=O)cc(OCC(=O)Nc2ccc(Cl)cn2)c2ccccc21	1.1
CC1=C(C(=O)OCc2ccccc2)C(c2cccc([N+](=O)[O-])c2)NC(=O)N1CCCCCC(=O)O (configuration not stated)	1.1
CCC1=C2CC[C@H]3C(=O)N(c4ccccc4)C(=O)[C@H]3[C@H]2[C@@]2(C)C(=NCC(=O)OC)OC(=O)N2C1=O	1

Continued, overlapping the part above by 6 compounds.
SMILES	MT1-MMP txn act
COc1ccc(CC(=O)Nc2cccc(-c3nnc(-c4ccc(C)cc4)o3)c2)cc1OC	1
Cc1ccccc1Cn1c(=O)[nH]c2ccccc21	1
CC1CCc2cc(F)cc3c(O)c(C(=O)Nc4cnccn4)c(=O)n1c23 (configuration not stated)	1.1
CCn1c(=O)cc(OCC(=O)Nc2ccc(Cl)cn2)c2ccccc21	1.1
CC1=C(C(=O)OCc2ccccc2)C(c2cccc([N+](=O)[O-])c2)NC(=O)N1CCCCCC(=O)O (configuration not stated)	1.1
CCC1=C2CC[C@H]3C(=O)N(c4ccccc4)C(=O)[C@H]3[C@H]2[C@@]2(C)C(=NCC(=O)OC)OC(=O)N2C1=O	1
Cc1occc1-c1nnc(SCC(=O)N2CCN(c3ccccc3F)CC2)n1C	1.1
Cc1cccc(CCNC(=O)c2nnc(Cc3ccc(Cl)cc3)o2)c1	1
COCCCC/C(=N\OCCN)c1ccc(C(F)(F)F)cc1	1
O=C(NCC1CC1)[C@@H]1C[C@H]1[C@@H](NP(=O)(c1ccccc1)c1ccccc1)c1ccccc1	1.2
Cc1nc2sccn2c(=O)c1CCN1CCC(=C(c2ccc(F)cc2)c2ccc(F)cc2)CC1	1.1
COc1ccc(-c2cc3nc4n(c(=O)c3s2)CCOC4)cc1	0.7
O=S(=O)(c1ccc(Br)cc1)N1CCCN(Cc2ccccc2F)CC1	1.3
COC(=O)[C@@]1(Cc2ccc(OC)cc2)[C@H]2c3cc(C(=O)N(C)C)n(CCc4ccc(OC)c(Br)c4)c3C[C@H]2CN1C(=O)c1ccccc1	1.2
COc1cc(NS(=O)(=O)c2ccc(Cl)cc2)c(C(=O)O)cc1OC	1.2
COc1ccc(Cn2c(C)nc3c(c2=O)c2nc4ccccc4nc2n3Cc2ccco2)cc1	1
c1cc(-c2nc3cc(Oc4ccc5oc(-c6ccncc6)nc5c4)ccc3o2)ccn1	1.1
COc1ccc(C(=O)Nc2c(N)nc(SCC(=O)N3CCCCCC3)[nH]c2=O)cc1OC	1.1
CCOc1ccc(/C(O)=C2/C(=O)C(=O)N(CCN(C)C)C2c2ccccc2)cc1Cl (configuration not stated)	1
CC1CCN(c2nc3c(c(=O)[nH]c(=O)n3C)n2CCSc2ncccn2)CC1	1.1
C=CCn1c(C)nc2c(c1=O)c1nc3ccccc3nc1n2-c1ccc(C)cc1	1.1
NS(=O)(=O)c1ccc(C(=O)O)cc1	1.1
COCCn1cnc2c1c(=O)n(CC(=O)c1ccc3c(c1)OCCO3)c(=O)n2Cc1ccccc1	1.1
CCCOC(=O)c1[nH]c2c(c1C)C(=O)CC(c1ccc(OC)c(OC)c1)C2 (configuration not stated)	1.1
Nc1[nH]c(=O)ncc1F	1.1
COc1ccc(N2CCN(c3nc4c(c(=O)[nH]c(=O)n4C)n3CCCc3ccccc3)CC2)cc1	1

Already shown: entries from further up.
SMILES	MT1-MMP txn act
O=S(=O)(c1ccc(Br)cc1)N1CCCN(Cc2ccccc2F)CC1	1.3
COC(=O)[C@@]1(Cc2ccc(OC)cc2)[C@H]2c3cc(C(=O)N(C)C)n(CCc4ccc(OC)c(Br)c4)c3C[C@H]2CN1C(=O)c1ccccc1	1.2
COc1cc(NS(=O)(=O)c2ccc(Cl)cc2)c(C(=O)O)cc1OC	1.2
COc1ccc(Cn2c(C)nc3c(c2=O)c2nc4ccccc4nc2n3Cc2ccco2)cc1	1

(cont.)
SMILES	MT1-MMP txn act
N[C@@H](Cc1cc(I)c(Oc2cc(I)c(O)c(I)c2)c(I)c1)C(=O)O	1.1
CCOC(=O)c1[nH]c2ccccc2c1NC(C)=O	1.3
Cn1c(=O)c2c(SCC(=O)N3CCC(Cc4ccccc4)CC3)nc(C3CC3)nc2n(C)c1=O	1.1
NC(Cc1ccc(Oc2ccc(O)cc2)cc1)C(=O)O (configuration not stated)	1
CCCC/C=C/C(NC(=O)c1ccccc1)c1ccccc1 (configuration not stated)	1.2
COc1ccc(C2c3c(oc4ccc(F)cc4c3=O)C(=O)N2CCN2CCOCC2)cc1OC (configuration not stated)	1
Cc1sc2nc3ccc(N4CCCC4)nn3c(=O)c2c1C	1.5
CC(C)[N+]1(C)[C@@H]2CC[C@H]1CC(OC(=O)C(CO)c1ccccc1)C2 (some centres not stated)	1.1
COC(=O)c1ccc(C(NC(=O)OCc2ccccc2)/C(F)=C/[C@@H](C)C(=O)NCCO)cc1 (some centres not stated)	1.1
COc1cccc(NC(=O)CSc2nnc(Cn3c(=O)sc4ccccc43)n2C)c1	1
CCSc1nnc(NC(=O)CSc2nc3c(c(=O)n2CCOC)SC(C)C3)s1 (configuration not stated)	1
CC(=O)N1CC=CC1(CC(C)C)C(=O)NCCc1c[nH]c2ccccc12 (configuration not stated)	1.1
Cc1cc(N2CCN(C(c3ccccc3)c3ccc(Cl)cc3)CC2)n2ncnc2n1 (configuration not stated)	1.3
CC(=O)N1CCc2c(sc(NC(=O)CN3C(=O)CCC3=O)c2C(N)=O)C1	1
COC(=O)[C@@]1(Cc2ccc(OC)cc2)[C@H]2c3cc(C(=O)N4CCCC4)n(CCN4CCNC4=O)c3C[C@H]2CN1C(=O)c1ccccc1	1.1
CCCn1c(C)nc2c(c1=O)c1nc3ccccc3nc1n2-c1ccc2c(c1)OCCO2	1
Cc1cc(N2CCOCC2)n2nc(-c3cccc(F)c3)cc2n1	1
N#CC1=C(N)Oc2c(ccc3cccnc23)C1c1cccnc1 (configuration not stated)	0.9
O=C(Cn1cnc2c(nnn2Cc2ccccc2)c1=O)c1ccccc1	1.1

Part of the list above, in CSV form:
SMILES,MT1-MMP txn act
Cc1cc(N2CCOCC2)n2nc(-c3cccc(F)c3)cc2n1,1
N#CC1=C(N)Oc2c(ccc3cccnc23)C1c1cccnc1 (configuration not stated),0.9

In the list so far, these have a furan ring, fused or not:
SMILES	MT1-MMP txn act
CCOC(=O)c1cc(C(C)(C)C)oc1CN	1
O=C(Cn1ncc2c(=O)oc3ccccc3c21)N(Cc1ccco1)C1CCCCC1	1.1
Cc1ccccc1S(=O)(=O)Cc1ccc(C(=O)N2CCN(C3CCCCC3)CC2)o1	1.1
COc1cccc(OCC(=O)Nc2c(C(=O)Nc3ccc(OC)cc3OC)oc3ccccc23)c1	1.1
Cc1cccc(C)c1NC(=O)C(c1ccccc1)N1CCN(C(=O)c2ccco2)CC1 (configuration not stated)	1.2
Cc1c(C(=O)OCc2cc(=O)n3cc(Br)ccc3n2)oc2ccccc12	1.1
Cc1occc1-c1nnc(SCC(=O)N2CCN(c3ccccc3F)CC2)n1C	1.1
COc1ccc(Cn2c(C)nc3c(c2=O)c2nc4ccccc4nc2n3Cc2ccco2)cc1	1

Only part of the results is shown (hit frequency here may not be typical).
